Source: PubChem
mIAP block: mouse IAP inhibition | inhibition, % at 10 µM | 330,000 compounds, 0.2% hits | AID 2806 | purified mouse IAP, CDP-Star luminescence, 30 min;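 active means inhibition of at least 40% at 10 µM in the primary screen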;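 further: plate controls were DMSO with enzyme for no effect and no enzyme wells for full effect; values of inactives mirror those of a sister screen read the other way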
mIAP activ: increases mouse intestinal alkaline phosphatase activity. muIAP, CDP-Star luminescence, 30 min; stronger effect = higher value; 1 = vehicle-only enzyme signal, 0 = enzyme-free wells. activation factor at 10 µM. 330,000 compounds, 0.24% hits. AID 2805;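 active means activation factor of at least 2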; further: the source names both 10 and 20 µM as test concentration; values of inactives mirror those of a sister screen read the other way
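also added = chemiluminescent substrate CDP-Star | test system = mouse IAP enzyme | signal = chemiluminescence readout | compound = DMSO-dissolved test compounds | incubation = 30 min at room temperature | benchmarks = DMSO wells, no-enzyme wells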
A3A deaminase: inhibitors of human APOBEC3A DNA deaminase | P31941 | recombinant A3A, FAM/TAMRA ssDNA deamination fluorescence | inhibition, % at 20 µM | 330,000 compounds, 0.41% hits | AID 493011;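 active means at least 40% inhibition at 20 µM here, with at most 30% in a related deaminase screen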;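 further: plate controls were A3A with DMSO for no effect and wells lacking A3A enzyme for full effect; some results filed as inactive read as strong as hits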
Target sequence (P31941 whole entry, looked up): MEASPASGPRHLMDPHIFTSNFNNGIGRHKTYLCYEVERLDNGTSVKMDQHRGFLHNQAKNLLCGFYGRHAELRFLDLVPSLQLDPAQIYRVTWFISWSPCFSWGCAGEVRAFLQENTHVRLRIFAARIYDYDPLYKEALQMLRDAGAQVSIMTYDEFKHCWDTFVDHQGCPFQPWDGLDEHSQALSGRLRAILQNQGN
MPTP inh: permeability transition pore inhibition. isolated mouse mitochondria, Ca2+ swelling absorbance, 30 min. inhibition, % at 10 µM. 360,000 compounds, 1.4% hits. AID 602449;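 active means inhibition of 50% or more, scaled per plate between neutral and stimulator controls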;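 further: 0% = DMSO wells given calcium and 100% = 1 mM EGTA wells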
ATG4B inhibitor: blocks human ATG4B protease cleavage of LC3 substrate | Q9Y4P1 | ATG4B cleavage of LC3-PLA2, NBD-HPC fluorescence, 1 h | inhibition, % at 8.33 µM | 340,000 compounds, 0.51% hits; in the data active means inhibition above about 40%
hIAP act: increases human intestinal alkaline phosphatase activity; activation factor at 10 µM; AID 2524; 330,000 compounds, 0.16% hits; purified human IAP, CDP-Star luminescence, 30 min; stronger effect = higher value; 1 = vehicle-only enzyme, 0 = enzyme-free background; P09923;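 active means activation factor of the enzyme at least 2-fold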; further: the source names both 10 and 20 µM as test concentration; values of inactives mirror those of a sister screen read the other way
Target sequence (P09923 whole entry, looked up): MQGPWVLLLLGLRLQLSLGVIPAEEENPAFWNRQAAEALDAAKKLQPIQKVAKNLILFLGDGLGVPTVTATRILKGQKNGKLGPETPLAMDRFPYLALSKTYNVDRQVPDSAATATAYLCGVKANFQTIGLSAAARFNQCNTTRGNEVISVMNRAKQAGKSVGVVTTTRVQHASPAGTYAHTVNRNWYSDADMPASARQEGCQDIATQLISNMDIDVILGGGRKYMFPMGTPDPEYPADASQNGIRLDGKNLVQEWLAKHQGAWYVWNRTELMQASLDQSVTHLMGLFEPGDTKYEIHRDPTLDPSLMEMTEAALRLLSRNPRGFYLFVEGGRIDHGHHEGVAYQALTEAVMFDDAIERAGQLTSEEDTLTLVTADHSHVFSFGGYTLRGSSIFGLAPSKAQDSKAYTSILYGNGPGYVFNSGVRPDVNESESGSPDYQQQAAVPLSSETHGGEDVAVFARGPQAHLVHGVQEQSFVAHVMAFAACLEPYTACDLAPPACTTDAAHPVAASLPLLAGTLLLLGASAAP
APOBEC3G inh: APOBEC3G (human) deaminase inhibition; recombinant A3G, ssDNA deamination FAM/TAMRA fluorescence; inhibition, % at 20 µM; 330,000 compounds, 0.28% hits; AID 493012; Q9HC16;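 active means inhibition of at least 40% at 20 µM, with no more than 30% in the related APOBEC3A deaminase screen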;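 further: plate controls were DMSO wells with A3G for no effect and wells lacking A3G enzyme for full effect; some compounds called inactive have numbers as strong as hits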
hIAP block: blocks human intestinal alkaline phosphatase; P09923; purified IAP, CDP-Star luminescence, 30 min; inhibition, % at 10 µM; 330,000 compounds, 0.12% hits; AID 2544;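 active means inhibition reaching a set limit with compound at 10 µM in the primary screen, cut at about 35% in these data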;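 further: plate controls were DMSO wells with enzyme for no effect and no-enzyme buffer wells for full effect; values of inactives mirror those of a sister screen read the other way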
MIN6 prolif: inducers of beta-cell replication in MIN6 cells; proliferation, % at 10 µM; 330,000 compounds, 0.29% hits; MIN6 cells proliferation, ATPlite luminescence, 48 h; cells starved in 0.2% serum; 100% = growth in 10% serum;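 active means compounds whose signal lies at least 3.5 SD above the mean of all wells on their plate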;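 further: 0% = DMSO-treated cells in low-serum medium and 100% = 10% serum control; some compounds called inactive have numbers as strong as hits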
The depositor's hits bear a star; nt = no result given. Hits appear at their usual frequency, and some 3.3% of all compounds hit somewhere here.

The first 3 compounds, ahead of the listing:
SMILES	mIAP block	mIAP activ	A3A deaminase	MPTP inh	ATG4B inhibitor	hIAP act	APOBEC3G inh	hIAP block	MIN6 prolif
CCOC(=O)N1CCC(NC(=O)CN(C)S(=O)(=O)c2cc3c(cc2Cl)NC(=O)CO3)CC1	-6	1.1	-4	-1.0	-3	1.3	-8	-30	-1
O=C(Nc1nc2cc3c(cc2s1)OCO3)C1CCCCC1	3	0.97	1	-1.4	6	1.1	-3	-7	0
COc1cccc(C(=O)C2CCCN(Cc3cccn3-c3ccccn3)C2)c1 (stereo not given)	7	0.93	-2	-1.3	13	1.1	-6	-9	-4

This part in full, from the first entry:
SMILES	mIAP block	mIAP activ	A3A deaminase	MPTP inh	ATG4B inhibitor	hIAP act	APOBEC3G inh	hIAP block	MIN6 prolif
CCOC(=O)N1CCC(NC(=O)CN(C)S(=O)(=O)c2cc3c(cc2Cl)NC(=O)CO3)CC1	-6	1.1	-4	-1.0	-3	1.3	-8	-30	-1
O=C(Nc1nc2cc3c(cc2s1)OCO3)C1CCCCC1	3	0.97	1	-1.4	6	1.1	-3	-7	0
COc1cccc(C(=O)C2CCCN(Cc3cccn3-c3ccccn3)C2)c1 (stereo not given)	7	0.93	-2	-1.3	13	1.1	-6	-9	-4
O=C(NCc1csc(-c2ccccc2)n1)c1cc(F)cc2c1OCOC2	6	0.94	-2	0.8	2	1.2	-7	-17	1
Cc1cccc([C@H]2[C@@H]3C=CC[C@@H](C)[C@@H]3C(=O)N2Cc2ccccc2)c1	3	0.97	5	-1.1	22	nt	3	nt	nt
O=C(Nc1ccccc1)N1CCN2C(=O)c3ccccc3C12c1ccccc1 (stereo not given)	-44	1.4	-3	-2.1	-3	1	-4	-3	1
CCc1ccc(C2NC(c3ccc(CC)cc3)C([N+](=O)[O-])C(C)(C)C2[N+](=O)[O-])cc1 (stereo not given)	14	0.86	3	0.1	-3	0.97	7	3	0
Cc1noc(C)c1S(=O)(=O)N(C)C[C@H]1Oc2c(NC(=O)NC3CCCCC3)cccc2C(=O)N([C@H](C)CO)C[C@@H]1C	-4	1	-3	-2.5	-14	1.2	-8	-17	-1
C=CCNC(=S)Nc1sc2c(c1C(N)=O)CCCC2	15	0.85	-1	1.9	-4	1.1	6	-14	-2
Cc1cc2c(ncn2C)c(NS(=O)(=O)c2ccc(F)cc2)c1C	-3	1	-1	1.7	-8	0.99	-1	1	1
Cc1ccc(S(=O)(=O)Oc2ccc(/C=C3/C(=N)N4C(=NC3=O)SN=C4S(C)(=O)=O)cc2)cc1	14	0.86	-6	4.8	54*	1	-4	-4	-1
O=C(c1ccccc1)c1ccc(OCC(=O)N2CCOCC2)cc1	1	0.99	-1	-2.6	-8	1.2	-1	-20	-1
O=C(COC(=O)c1cncc(Br)c1)NCc1ccco1	-1	1	70	-1.3	-2	1	39	-5	-2
CCOC(=O)c1c(-c2ccc(F)cc2)csc1NC(=O)c1c(-c2ccccc2)noc1C	11	0.89	1	3.0	0	0.99	-4	1	-4
CCOc1cc(/C=C2\CCCc3c2nc2ccccc2c3C(=O)O)ccc1OC	22	0.78	21	0.2	13	0.9	48*	10	0
CC1=C(CCN2CCN(C3CCCC3)C(CCO)C2)C(C)(C)CCC1 (stereo not given)	-3	1	0	0.0	11	0.87	-11	13	-1
CC1CCC(NC(=O)Cn2cc3c(n2)CCCC3)CC1 (stereo not given)	15	0.85	2	-1.3	3	1.2	3	-20	-3
CC(NCCc1ccc(S(N)(=O)=O)cc1)C(=O)NCCc1ccc(F)cc1 (stereo not given)	5	0.95	-4	1.8	8	0.98	-7	2	-3
Cc1ccccc1CSCC(=O)NCCSc1ccccn1	0	1	-7	2.4	-5	0.98	-20	2	0
CC1CCN(CCCNC(=O)c2ccc(Cn3c(=S)[nH]c4ccc(Br)cc4c3=O)cc2)CC1	13	0.87	-2	nt	nt	1.1	-3	-12	-7
CCc1nn(CCCC(=O)NC(C)c2ccccc2)c(=O)c2cc3occc3n12 (stereo not given)	9	0.91	-3	0.5	-5	1.1	-6	-11	4
CC(C)(C)c1nnc2sc(SCC(=O)N3CCc4ccccc43)nn2c1=O	-4	1	-8	0.1	-4	1	-4	-3	0
CC1CCCCN1C(=O)c1cc(S(=O)(=O)N2CCOCC2)ccc1Cl (stereo not given)	-8	1.1	0	-1.1	-10	1.1	-2	-14	-3
CC1(C)CN(C(Cc2ccccc2)C(N)=O)C1=O (stereo not given)	7	0.93	-2	-1.0	5	0.86	-5	14	-2
O=C(CC(C(=O)O)c1ccc(Cl)cc1)c1ccc(Cl)c(Cl)c1 (stereo not given)	8	0.92	-2	1.9	12	0.89	-5	11	-2
Fc1ccccc1/C=N/Nc1nc2ccccc2o1	6	0.94	-5	0.5	-6	1.1	-8	-14	-1
O=C(c1ccccc1OCc1ccccc1Br)N1CCN(c2ncccn2)CC1	12	0.88	2	3.3	-7	0.8	-6	20	1
Cc1cccc(N(CC(=O)NC2CCCCC2)C(=O)c2c(C)noc2C)c1	-3	1	0	0.3	-2	1.1	5	-7	-2
Cc1cccc(-c2noc(CCCC(=O)NC3CCCC3)n2)c1	-2	1	-4	0.2	0	0.95	-12	5	-3
CCOc1cc(NC(=O)c2ccccc2C)c(OCC)cc1NC(=O)C1=Cc2ccccc2OC1	14	0.86	1	4.3	-4	0.9	0	10	-4
COC(=O)C1C2C=CC3(CN(c4cccc(Cl)c4)C(=O)C13)O2 (stereo not given)	6	0.94	-4	-0.9	-3	0.92	0	8	5
Oc1ccc(/C=N/Nc2ccc(Cl)nn2)cc1O	9	0.91	-7	1.1	13	0.97	-3	3	-5
Cc1ccc(S(=O)(=O)NC(=O)NCCCCNC(=O)NS(=O)(=O)c2ccc(C)cc2)cc1	3	0.97	-4	-0.8	6	0.95	-4	5	-2
CN1CCN(C(=O)C2=C[C@@H](c3csc4ccccc34)C[C@@H](OCc3ccc(CO)cc3)O2)CC1	8	0.92	-2	-1.2	-20	1	-2	-3	-3
Cc1cccc(N2CCN(c3nc4ccc(Cl)cc4n4cnnc34)CC2)c1C	-1	1	-2	0.9	-1	0.82	-7	18	-6
COc1ccc(/C=N/n2cnnc2)cc1Oc1nc(Cl)ncc1F	-10	1.1	1	0.2	-6	0.94	-11	6	-1
Cc1cc(OCC(=O)NCC(C)C)cc(C)c1Br	-2	1	-2	-1.3	-2	0.96	-1	4	1
O=C1CC(=O)N(c2cccc(F)c2)N1	0	1	6	-1.0	-3	0.97	-4	3	-2
COc1cc(C(CCN2CCCC2)c2c(OC)cc(OC)c3ccc(=O)oc23)cc(OC)c1OC (stereo not given)	-4	1	2	0.5	-4	0.89	-1	11	2
CC(=O)OCCN(CCCn1c(-c2ccncc2)nc2ccccc21)c1nc(CN2CCCCC2)cs1	-9	1.1	-2	2.6	-9	1.1	-7	-8	-4
Nc1cc(=O)nc(SCC(=O)NC2CCCCC2)n1-c1ccccc1	-2	1	-2	-1.2	13	0.89	-1	11	-3
O=C1C=C(c2ccc(F)cc2OCc2ccccc2)C[C@@H](c2ccc(F)cc2)C1	-5	1	-4	1.3	12	1.1	-9	-6	-7
O=C(Cn1c(=O)c2cccn2c2ccccc21)NCCc1ccc(Cl)cc1	-2	1	9	-0.9	11	0.82	35	18	-3
COC(=O)/C=C/C1=CN(Cc2ccccc2)CCC1=O	-2	1	-2	-1.2	6	0.96	-8	4	0
CN(C)S(=O)(=O)c1cccc(NC(=O)c2ccc(N3CCOCC3)c([N+](=O)[O-])c2)c1	7	0.93	10	0.5	-6	0.9	-1	10	-4
CC(OC(=O)c1cccc(S(=O)(=O)N2CCCCCC2)c1)C(=O)Nc1ccc(S(N)(=O)=O)cc1 (stereo not given)	5	0.95	10	-0.3	-15	0.96	-11	4	4
COCCN(Cc1cc2cc3c(cc2nc1Cl)OCO3)C(=O)Nc1ccc(OC)cc1	8	0.92	-3	43	28	1.1	-2	-8	-3
C/C(=N/Nc1ccc(C)cc1)C1(C)N(O)C(C)(C)C(c2ccco2)=[N+]1[O-] (stereo not given)	-1	1	-3	2.3	-9	1.1	-7	-11	-2
CCC/C=N/Nc1nnc(Cc2ccc(OC)c(OC)c2)c(=O)[nH]1	8	0.93	-1	0.7	0	1.1	-5	-6	-1
c1ccc(CSc2ccc(-c3cccs3)nn2)nc1	4	0.96	-1	-1.1	4	0.95	-16	5	-3
C/C(=N\N1CCCCC1)c1ccccc1O	1	0.99	1	-0.7	2	0.98	-2	2	-5
Cc1ccc(S(=O)(=O)Nc2ccccc2C(N)=O)cc1	7	0.93	-4	-0.9	-1	0.99	-5	1	2
COc1ccc(C2CC(C(F)(F)F)n3nc(C(=O)NCCCn4ccnc4)cc3N2)cc1OC (stereo not given)	5	0.95	-4	0.3	-10	1.2	-4	-18	-2
Cc1ccc(S(=O)(=O)N2CCC(C(=O)N[C@@H](C)C(=O)NCc3ccco3)CC2)cc1	-6	1.1	2	3.0	-6	1.1	-4	-8	-1
COc1cccc(CNC(=O)Cn2ccc3cc(S(=O)(=O)N4CCCC4)ccc32)c1OC	-5	1.1	-3	0.5	-9	1.2	-2	-24	-1
O=C(c1ccc(N2C(=O)C3CC=C(Cl)CC3C2=O)cc1)N1CCOCC1 (stereo not given)	2	0.98	-2	-0.6	-8	1.1	-5	-12	-4
COc1ccc(NS(=O)(=O)c2ccc(Br)s2)cc1OC	2	0.98	-1	13	8	1	-3	-4	-1
Cc1cc(C)c(S(=O)(=O)N2CCN(c3ccc([N+](=O)[O-])c(NCC4CCCO4)c3)CC2)c(C)c1 (stereo not given)	16	0.84	-3	1.0	-3	0.68	-5	32	0
O=[N+]([O-])c1ccc(N2CCN(Cc3cccc([N+](=O)[O-])c3)CC2)cc1	-3	1	-1	0.9	6	0.75	-6	25	-2
COc1ccc2cc(-c3cc(C(=O)O)c4ccccc4n3)ccc2c1	2	0.98	0	3.0	-3	0.97	-1	3	-3
Next part.
SMILES	mIAP block	mIAP activ	A3A deaminase	MPTP inh	ATG4B inhibitor	hIAP act	APOBEC3G inh	hIAP block	MIN6 prolif
CCOC(=O)c1cnc(SCc2ccc(C)cc2)nc1N	0	1	0	-3.0	6	1.1	-4	-13	0
Cc1nn(C)c2nc(-c3cccs3)cc(C(F)(F)F)c12	4	0.96	0	2.1	1	0.9	1	10	-1
COc1ccc(Br)cc1C(=O)N/N=C/c1ccc2c(c1)n(C)c(=O)n2C	-1	1	1	3.3	-23	0.89	-6	11	1
COCCN1Cc2cccc(C(=O)Nc3ccc(-c4nc5ccccc5[nH]4)cc3)c2C1=O	-8	1.1	1	1.8	-16	1	-3	-1	1
Cc1ccc(OCC(=O)N/N=C\c2ccc(C)o2)c(C)c1	2	0.98	-1	2.1	-3	0.98	-6	2	-1
C=CCOc1ccc(C2/C(=C(\O)c3ccc4c(c3)OCCO4)C(=O)C(=O)N2CCCN2CCOCC2)cc1 (stereo not given)	-3	1	-1	1.1	-2	1.2	2	-21	0
O=C(c1ccc(F)cc1)N1CCN(c2ncccn2)CC1	-6	1.1	-7	-0.1	-10	0.96	-6	4	-3
O=C(NC1CCCC1)C(c1ccc(F)cc1)N(C(=O)c1csnn1)C1CC1 (stereo not given)	-3	1	-1	0.8	-3	1.1	-1	-6	-2
COC(=O)c1ccc(NC(=O)c2ccc3c(c2)C(=O)N(C)C3=O)cc1	5	0.95	-5	1.0	0	1.1	-7	-6	-3
COc1ccc(S(=O)(=O)N2CC(C)N(C(=O)N(C)C)C2C)cc1 (stereo not given)	2	0.98	-1	1.0	2	0.95	-10	5	0
